# Assay outcomes (PubChem BioAssay)
# HepG2 viability = qHTS for Inhibitors of TGF-b: Cytotox Counterscreen; HepG2 CAGA-GFP viability, ATP luminescence, 18 h; actives 0.76% (n = 410,000); Potency, µM (highest dose often 46.1 µM), for inactives: top-dose activity change, negative = cytotoxicity, actives largely listed as cytotoxic; AID 588856, 2011; note: potency is the fitted concentration of half-maximal effect; some results filed as inactive show a strong effect at the top dose
#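 CellTiter-Glo luminescence gave cytotoxicity after 18 hours at 37 degrees C. The cells were HepG2 CAGA-GFP in 1% FBS DMEM, stimulated with 500 pg/mL TGF-beta after compound addition. %Activity was normalised to no-cell wells (complete cell-killing) and DMSO (no toxicity), and curves were fitted and classified.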
# ATXN2 expr inh = Primary qHTS for Inhibitors of ATXN expression; HEK-293 ATXN2-luciferase reporter, luminescence, 24 h; Potency, µM (series often up to 57 µM), inactives show at the highest dose activity change, negative = inhibition, hits mostly inhibitors; actives 0.72% (n = 360,000); AID 1745845, 2022; note: potency is the fitted concentration of half-maximal effect; % is set by controls: 0 for no effect and ±100 for the full control effect; nearly all actives have a fitted effect of over 55% in size
#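 ATXN2-luciferase reporter cells (luciferase flanked by upstream and downstream ATXN2 gene portions) were treated 24 h at 37 °C with compounds at up to 57 uM. SteadyGlo luminescence gave expression; GF-AFC fluorescence gave viability.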
# Nrf2 block = Nrf2 qHTS screen for inhibitors; AID 504444, 2011; actives 2.1% (n = 360,000); Potency, µM (highest dose often 46 µM), for inactives: top-dose activity change, negative = inhibition, most hits filed as inhibitors; A549 ARE-Fluc reporter, luciferase luminescence, 18-24 h; note: potency is the fitted concentration of half-maximal effect; % is set by controls: 0 for no effect and ±100 for the full control effect; nearly all actives have a fitted effect of over 60% in size
#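 A549 ARE_Fluc cells (5000/well, 5% FBS OPTI-MEM) pre-incubated 2 h, then treated with compounds 18-24 h at 37C/5% CO2 in concentration-response. CellTiter-Fluor viability read first; BugLite luciferase luminescence after 15 min at room temperature gives Nrf2 activity.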
# A549 tox = Nrf2 qHTS screen for inhibitors: counterscreen for cytotoxicity | A549 ARE-Fluc cells, CellTiter-Fluor viability, 18-24 h | Potency, µM (doses to about 46 µM), for inactives: at the highest dose activity change, negative = cytotoxicity, most hits filed as inhibitors | actives 0.16% (n = 390,000) | AID 504648, 2011; note: potency is the fitted concentration of half-maximal effect; % is set by controls: 0 for no effect and ±100 for the full control effect
#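 A549 ARE_Fluc cells in 5% FBS OPTI-MEM were exposed to compounds in concentration-response for 18-24 h at 37 deg C. Viability was read by CellTiter-Fluor fluorescence (Ex 405/Em 525) after 30 min, before the luciferase read.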
# TGFb SMAD3 inh = qHTS for Inhibitors of TGF-b | actives 1.2% (n = 410,000) | AID 588855, 2011 | HepG2 CAGA-GFP TGF-b/SMAD3 reporter, GFP fluorescence, 18 h; TGF-beta stimulated, 500 pg/mL final | Potency, µM (highest dose often 46.1 µM), without a hit: at the top dose activity, negative = inhibition, hits mostly inhibitors; note: potency is the fitted concentration of half-maximal effect; % is set by controls: 0 for no effect and ±100 for the full control effect; nearly all actives have a fitted effect of over 65% in size
#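 Inhibition of TGF-beta-driven CAGA-GFP reporter expression in HEPG2 cells is measured by cellular GFP fluorescence after 18 h stimulation with 500 pg/mL recombinant TGF-beta in 1% FBS medium at 37 degrees C.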
# IL-2 act = qHTS of IL-2 Activators. IL-2 activation reporter assay, cell-based qHTS; stimulated with anti-CD3/CD4/CD28 beads; in transgenic mouse T cells. activation, % (series mostly up to about 46 µM). actives 0.065% (n = 360,000); in the data active = activation above about 50%; inconclusive = mostly about 30% to 49%; note: 0% is about no effect
#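 Quantitative HTS in unstimulated transgenic mouse T cells, with memory T cells as non-tolerant control and PMA/ionomycin as tolerance-bypass control. Compound pretreatment lasted 60 minutes before 18 h bead stimulation; EGFP/DsRed fluorescence read.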
# ATXN viability = Viability Counterscreen for Primary qHTS for Inhibitors of ATXN expression; S2 cells (HEK-293 line with an ATXN2-luciferase reporter) viability, CellTiter-Fluor protease fluorescence, 24 h; AID 651635, 2014; actives 0.49% (n = 400,000); Potency, µM (top dose mostly 56.7 µM), actives largely listed as cytotoxic; note: potency is the fitted concentration of half-maximal effect; nearly all actives have a fitted effect of over 40% in size
# EPAC2 ag = qHTS for Agonist of cAMP-regulated guanine nucleotide exchange factor 4 (EPAC2): primary screen; actives 0.079% (n = 360,000); Potency, µM (titrated, usually from 154 µM), for the others: at the highest dose activation, usual class: activators; EPAC2 activation, biochemical qHTS; response scale: 100% = 6.5 mM cAMP response; note: potency is the fitted concentration of half-maximal effect; nearly all actives have a fitted effect of over 50% in size
# Target sequence (Q8WZA2 whole entry, looked up): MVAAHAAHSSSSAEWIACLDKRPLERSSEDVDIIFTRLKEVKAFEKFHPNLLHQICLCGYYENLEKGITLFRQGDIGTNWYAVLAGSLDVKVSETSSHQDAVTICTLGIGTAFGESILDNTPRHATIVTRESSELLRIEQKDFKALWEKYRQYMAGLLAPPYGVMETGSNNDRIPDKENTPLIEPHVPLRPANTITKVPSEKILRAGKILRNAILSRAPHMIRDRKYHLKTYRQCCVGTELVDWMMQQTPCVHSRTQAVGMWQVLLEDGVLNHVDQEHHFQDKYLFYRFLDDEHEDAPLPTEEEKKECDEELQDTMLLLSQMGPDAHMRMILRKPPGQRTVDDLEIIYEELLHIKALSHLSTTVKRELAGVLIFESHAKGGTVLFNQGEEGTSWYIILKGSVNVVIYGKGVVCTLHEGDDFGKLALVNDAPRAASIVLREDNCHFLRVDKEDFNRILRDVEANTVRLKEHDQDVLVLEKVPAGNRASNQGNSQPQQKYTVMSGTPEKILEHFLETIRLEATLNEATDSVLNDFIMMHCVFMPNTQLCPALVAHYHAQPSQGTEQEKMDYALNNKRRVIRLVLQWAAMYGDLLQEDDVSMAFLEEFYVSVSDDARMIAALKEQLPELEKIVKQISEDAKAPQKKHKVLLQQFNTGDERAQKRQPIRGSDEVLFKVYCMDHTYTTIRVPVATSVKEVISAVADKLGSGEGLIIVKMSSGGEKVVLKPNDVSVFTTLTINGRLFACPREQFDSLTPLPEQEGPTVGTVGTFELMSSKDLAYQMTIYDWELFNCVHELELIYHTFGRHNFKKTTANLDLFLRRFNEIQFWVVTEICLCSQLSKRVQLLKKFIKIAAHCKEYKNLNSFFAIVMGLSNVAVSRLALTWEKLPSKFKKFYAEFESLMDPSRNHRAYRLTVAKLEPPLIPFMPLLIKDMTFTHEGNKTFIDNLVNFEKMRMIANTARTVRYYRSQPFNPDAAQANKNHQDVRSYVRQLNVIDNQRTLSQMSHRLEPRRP
#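 Fluorescence exchange assay: 100 nM EPAC2 with 250 nM RAP1B-BODIPY-GDP and 50 uM GDP; compounds tested as a concentration-titration series (qHTS). Loss of Rap1-bound BODIPY-GDP fluorescence read at 480/540 nm; data normalized to 6.5 mM cAMP.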
# Nrf2 ARE act = qHTS of Nrf2 Activators; AREc32 ARE-luciferase reporter (MCF7-derived line), luminescence, 24 h; Potency, µM (titrated, usually from 46.1 µM), without a hit: top-dose activation, usual class: activators; actives 0.31% (n = 410,000); note: potency is the fitted concentration of half-maximal effect; % of control where 0% means no effect; nearly all actives have a fitted effect of over 65% in size
#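 Cells of the AREc32 ARE-luciferase line are plated in OPTI-MEM containing 5% FBS and left overnight at 37 deg C. Compounds are pinned in, incubation continues 24 hr, and firefly luciferase signal is then measured.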
# * = called active by the depositor; i = inactive; ? = inconclusive; nt = no result given; [ ] = another dose, or the depositor's remark. Unless noted, calls come from the whole dose curve; as a rule, active = well fitted curve in the direction sought with a large enough effect; inconclusive = small, poorly fitted or top-dose-only effect, or another doubt; inactive = no such curve, though single readings can be large; an effect the other way counts as inactive or inconclusive. Compounds were not picked by outcome. Share with any hit: about 4.3%.
SMILES,HepG2 viability,ATXN2 expr inh,Nrf2 block,A549 tox,TGFb SMAD3 inh,IL-2 act,ATXN viability,EPAC2 ag,Nrf2 ARE act
CCn1nc(C)c(CN2CCN(Cc3cccc(OC)c3)C(CCO)C2)c1C (stereo not given),-8.8%,-1.7%,-8.2%,0.3%,-6.4%,-4.2,i,-0.8%,0.4%
O=C(CSc1ccc2nc(-c3ccccc3)cn2n1)Nc1cccc(F)c1,-18.6%,97.1%[activator],nt,-0.3%,-6.3%,nt,i,nt,3.2%
O=C(COC(=O)c1cc2c(s1)CCCCC2)NC1CCS(=O)(=O)C1 (stereo not given),-7.8%,2.9%,4.1%,-1.7%,-0.2%,1.0,i,-0.2%,2.2%
CC1CCN(C(=O)C2CCN(CC(C)c3ccccc3)CC2)CC1 (stereo not given),-2.3%,-0.8%,16.3%,6.7%,0.0%,0.3,i,16.2%,-0.4%
CC(=O)NC(O)C(=O)c1ccccc1 (stereo not given),0.6%,4.8%,0.8%,-6.7%,13.4%,-0.2,i,3.1%,-0.7%
CN(CC(=O)N1CCc2ccccc21)S(=O)(=O)c1ccc(Cl)cc1,-3.6%,5.8%,-20.0%,-8.1%,-24.1%,-3.4,i,11.0%,-0.6%
O=C1c2cccc3c([N+](=O)[O-])ccc(c23)C(=O)N1Cc1cccnc1,-17.2%,-36.4%,-19.7%,-4.7%,?,-0.2,nt,10.1%,-3.1%
C[C@@H]1CN(S(=O)C(C)(C)C)[C@H](CCO)/C1=C\CCO (stereo not given in full),0.3%,3.4%,10.2%,-0.2%,6.2%,1.2,i,7.8%,-1.0%
CCOc1ccc(NC(N)=O)cc1OCC,1.6%,2.5%,?,-12.5%,0.0%,-3.0,i,-1.2%,0.3%
Cc1cc(SCC(=O)OCC(=O)NCc2ccc3c(c2)OCO3)c(C)cc1Br,2.2%,nt,-3.6%,2.9%,4.5%,-0.1,?,13.2%,0.5%
CC(C)c1cccc(OCCN2CCCC2)c1,-3.5%,-3.5%,-0.3%,7.2%,7.5%,-1.2,i,2.2%,-0.6%
NC(=O)c1ccc(NC(=O)COC(=O)CC2CC3CCC2C3)cc1 (stereo not given),5.2%,1.3%,-14.9%,-3.2%,-2.3%,0.3,i,-0.8%,-0.2%

# 3 structures out of the list, arranged by molecular weight, smallest number first.
SMILES,HepG2 viability,ATXN2 expr inh,Nrf2 block,A549 tox,TGFb SMAD3 inh,IL-2 act,ATXN viability,EPAC2 ag,Nrf2 ARE act
CCOc1ccc(NC(N)=O)cc1OCC,1.6%,2.5%,?,-12.5%,0.0%,-3.0,i,-1.2%,0.3%
CC(C)c1cccc(OCCN2CCCC2)c1,-3.5%,-3.5%,-0.3%,7.2%,7.5%,-1.2,i,2.2%,-0.6%
CCn1nc(C)c(CN2CCN(Cc3cccc(OC)c3)C(CCO)C2)c1C (stereo not given),-8.8%,-1.7%,-8.2%,0.3%,-6.4%,-4.2,i,-0.8%,0.4%

# Other compounds.
SMILES,HepG2 viability,ATXN2 expr inh,Nrf2 block,A549 tox,TGFb SMAD3 inh,IL-2 act,ATXN viability,EPAC2 ag,Nrf2 ARE act
COc1ccc(OC)c(CN2CCN(C(=O)c3cccc4ccccc34)CC2)c1,-43.3%,-7.3%,-21.7%,-0.2%,-26.3%,1.5,i,5.6%,0.0%
CN(C(=O)CSc1nc(-c2ccc(F)cc2)cs1)C1CCS(=O)(=O)C1 (stereo not given),-5.7%,-2.7%,?,-0.6%,-6.5%,-0.6,i,12.9%,2.4%
CC(=O)c1ccc(NC(=O)C(C)OC(=O)c2ccc(NS(=O)(=O)c3ccc4[nH]c(=O)[nH]c4c3)cc2)cc1 (stereo not given),3.1%,-1.1%,7.0%,8.9%,4.9%,-0.2,i,6.1%,1.4%
CCOC(=O)C1=C(c2ccccc2)N=c2s/c(=C\c3ccco3)c(=O)n2C1c1cccs1 (stereo not given),-20.3%,-1.8%,?,?,-4.5%,0.9,i,7.9%,?
COc1ccc(CNC(=O)C(CCSC)NS(=O)(=O)c2ccc3c(c2)oc(=O)n3C)cc1 (stereo not given),3.0%,nt,nt,6.0%,-2.5%,nt,nt,nt,-1.1%
CCOc1cc(C(=O)Nc2cc(OC)cc(OC)c2)ccc1OCC(=O)N1CCOCC1,3.5%,nt,-8.2%,-5.1%,1.1%,1.2,i,0.1%,0.9%
CCOc1ccccc1NC(=O)CSc1nnc(CNC(=O)c2ccco2)o1,-11.4%,-3.4%,1.2%,-1.0%,-0.6%,-2.1,i,0.5%,0.3%
CC(=O)OCCCN1C(=O)c2ccc(Br)cc2C1=O,2.6%,10.9%,-5.4%,-6.6%,4.9%,-0.4,i,3.1%,-0.7%
Cc1cc(F)ccc1S(=O)(=O)NCC1CC2CCC1C2 (stereo not given),-27.2%,18.7%,-9.8%,1.4%,?,-1.5,i,2.8%,-0.5%
CCCCNC(=O)c1nc(C2CCN(S(=O)(=O)c3cccc(C(F)(F)F)c3)CC2)oc1-c1ccccc1,-65.0%,-11.2%,nt,nt,?,1.0,?,-1.6%,-1.1%
Cc1ccc(S(=O)(=O)NCCNC(C)c2ccc(Br)cc2)cc1 (stereo not given),-17.8%,-14.0%,-28.8%,-14.6%,?,0.9,i,0.2%,3.0%
COc1ccc(OC)c(NC(=O)CCc2c(C)nc3c(-c4ccccc4)c(C)nn3c2C)c1,-9.6%,?,-26.6%,-24.2%,?,nt,i,nt,0.5%
COc1ccccc1NC(=O)C(C)OC(=O)CCC1CCCCC1 (stereo not given),-4.8%,-2.0%,-13.7%,-7.0%,2.6%,-2.8,?,15.0%,-0.2%
CCOc1ccc(-c2c(C(=O)N/N=C/c3c[nH]c4ccccc34)nnn2-c2nonc2N)cc1,-13.8%,-25.0%,?,1.9%,?,-1.1,i,5.0%,8.7%
COc1cc(C(C)=O)ccc1OCC(O)CN1CCN(S(=O)(=O)c2ccccc2)CC1 (stereo not given),-28.2%,-1.6%,nt,0.5%,-3.7%,1.9,i,-0.4%,0.4%
CCOC(=O)C1=C(C)NC(SCC(=O)O)=NC1c1ccccc1 (stereo not given),-16.3%,9.3%,13.9%,-0.2%,0.0%,1.6,i,3.9%,-0.2%
O=C(O)c1cc(NS(=O)(=O)c2cccc3nsnc23)cc(C(=O)O)c1,-5.0%,nt,-9.6%,-0.4%,-1.9%,-0.6,i,3.9%,-0.5%
Cc1c(Nc2ncnc3nc[nH]c23)c(=O)n(-c2ccccc2)n1C,-5.3%,-4.6%,-16.9%,-3.7%,1.8%,-1.0,i,2.9%,2.3%
COc1cccc(-c2cc(NC(C)=O)c3ncc(-c4ccc(OC)c(OC)c4)n3c2)c1,-29.5%,-1.8%,nt,nt,-5.6%,-0.9,i,18.8%,?
CCc1nc2c(OCc3cc(Cl)cc(Cl)c3)cccn2c1N(C)C(=O)c1ccc(OC)cc1,-30.8%,?,nt,nt,3.98µM*,-0.6,?,18.3%,7.4%
CC(C#N)OC(=O)c1cccnc1SCC(=O)Nc1ccc2c(c1)OCO2 (stereo not given),2.5%,35.1%,6.6%,-3.7%,24.5%,-0.7,i,4.5%,11.1%
CCOc1ccc(Nc2nc(Cc3nnc(SCC(N)=O)o3)cs2)cc1,-7.7%,-12.0%,2.2%,-2.2%,-13.9%,-0.4,i,8.3%,-0.2%
O=C1Nc2ccccc2/C1=N/c1sc2c(c1C(=O)NCCc1ccccc1)CCCC2,-11.3%,0.6%,-3.9%,-8.3%,-16.7%,-0.2,i,15.7%,18.8%
COc1ccc(/C(N)=N/OC(=O)c2cccs2)cc1,-14.8%,nt,23.4%,-1.7%,-4.5%,1.0,i,6.5%,?
O=C(Nc1ccccc1C(=O)N1CCCCCC1)c1ccc(F)cc1,-8.8%,1.3%,3.8%,-1.5%,-7.4%,-3.3,i,10.0%,1.6%
O=C(CCCCC(=O)NN=Cc1ccc2c(c1)CCC2)NN=Cc1ccc2c(c1)CCC2,0.5%,nt,nt,nt,-1.3%,8.0,nt,-13.0%,0.4%
CCN1CCCC(CO)(Cc2ccccc2)C1 (stereo not given),-19.6%,-14.0%[11.3 µM],?,1.7%,-29.8%,-1.0,i,-4.9%,-0.4%
C/C(=N\NC(=O)c1ccc2c(c1)OCO2)c1ccc(C(=O)O)s1,-20.4%,51.1%[activator],?,-2.7%,-2.2%,-1.1,i,10.5%,-0.4%
CC1=C(C(=O)N2CCOCC2)CC(CC(=O)NCc2ccco2)C(=O)N1CCC1=CCCCC1 (stereo not given),2.2%,1.7%,nt,nt,3.1%,2.3,i,4.1%,0.4%
COc1ccc(-c2cc(C)no2)cc1S(=O)(=O)N1CCN(c2ccc([N+](=O)[O-])cc2)CC1,0.3%,-17.4%,?,-13.1%,-6.6%,-2.0,i,-1.9%,-0.5%
O=C1NC[C@H](c2ccccc2)OC(=O)[C@H](Cc2ccc(F)cc2)C/C=C\C[C@@H]1CC(=O)N(CCO)Cc1ccccc1,2.7%,-23.4%,?,-10.1%,?,0.1,?,6.3%,-0.7%
Cc1cccc(S(=O)Cc2ccc(C(=O)N3CCOCC3)o2)c1 (stereo not given),2.1%,-6.1%,-2.0%,-5.2%,7.8%,-0.4,i,-7.7%,-0.5%
